Compound activity as filed in PubChem.
CSN deneddyl inh: inhibitors of CSN-mediated cullin deneddylation, primary screen, biochemical, fluorescence polarization, uHTS; COP9 signalosome complex subunit 5 (Homo sapiens), Q92905; Purified CSN, SCF-Nedd8-OG deneddylation; inhibition, % at 12.5 µM; 360,000 compounds, 0.38% hits; AID 651999, 2013;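 active = pattern-corrected inhibition above about 35%, with an unprinted fluorescence ratio check between 0.5 and 1.5, limit read from the data, passing the limit was not always enough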;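 note: 0% = enzyme with substrate and 100% = substrate without enzyme; some results filed as inactive read as strong as hits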
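test system = HEK293T-derived human Csn5 enzyme | amount = 0.24 nM Csn5 enzyme, final concentration | medium = Tris/NaCl/DTT buffer, pH 7.5 | schedule = 90 min reaction at room temperature | signal = FP | evaluation = inhibition of Csn5 cleavage, % | compound dosing = single dose of 12.5 µM compound with 0.25% DMSO | probe or stimulus = 10 nM SCFSkp2-Nedd8OG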
Rin1 Abl inh: inhibitors of Rin1-Abl protein binding, primary screen, biochemical, TR-FRET; Tyrosine-protein kinase ABL1 (Homo sapiens) + Ras and Rab interactor 1 (Homo sapiens), …; 360,000 compounds, 0.4% hits; inhibition, % at 7.35 µM; in the data active = inhibition above about 5%, passing the limit was not always enough
Neddyl block: inhibitors of cullin neddylation, primary screen, biochemical, TR-FRET, uHTS, NAE and Ubc12; NEDD8-conjugating enzyme Ubc12 (Homo sapiens) + NEDD8-activating enzyme E1 regulatory …; calls only at 25 µM; 360,000 compounds, 0.58% hits; AID 651699, 2012; in the data active = inhibition above about 36%
Target sequence (P61081 whole entry, looked up): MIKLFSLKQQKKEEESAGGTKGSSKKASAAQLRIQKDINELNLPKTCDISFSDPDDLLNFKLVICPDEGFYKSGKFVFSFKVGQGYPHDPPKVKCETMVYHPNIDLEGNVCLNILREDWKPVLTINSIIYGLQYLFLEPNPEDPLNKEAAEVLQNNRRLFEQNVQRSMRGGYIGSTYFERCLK
Target sequence (Q13564 whole entry, looked up): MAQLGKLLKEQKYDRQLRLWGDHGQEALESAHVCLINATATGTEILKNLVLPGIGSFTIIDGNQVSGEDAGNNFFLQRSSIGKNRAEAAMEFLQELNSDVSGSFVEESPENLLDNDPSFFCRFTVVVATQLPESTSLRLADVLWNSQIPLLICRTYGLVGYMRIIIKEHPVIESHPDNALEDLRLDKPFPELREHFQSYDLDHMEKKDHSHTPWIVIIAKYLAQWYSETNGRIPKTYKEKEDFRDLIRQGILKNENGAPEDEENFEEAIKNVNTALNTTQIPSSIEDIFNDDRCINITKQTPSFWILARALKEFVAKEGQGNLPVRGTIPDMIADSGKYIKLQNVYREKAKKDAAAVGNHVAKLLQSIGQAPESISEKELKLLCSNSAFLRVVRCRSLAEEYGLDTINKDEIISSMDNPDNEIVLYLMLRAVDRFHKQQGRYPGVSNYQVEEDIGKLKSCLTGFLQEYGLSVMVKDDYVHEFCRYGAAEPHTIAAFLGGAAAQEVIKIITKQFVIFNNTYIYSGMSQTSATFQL
MLLE-PAM2 inh: inhibitors of PABP1 MLLE–PAM2 peptide binding, primary screen, biochemical, fluorescence polarization, FITC-PAM2, GST-MLLE | Polyadenylate-binding protein 1 (Homo sapiens), P11940 | inhibition, % at 20 µM | 360,000 compounds, 0.36% hits; in the data active = inhibition above about 35%, passing the limit was not always enough;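 note: plate controls were DMSO wells with GST-MLLE for no effect and wells lacking GST-MLLE protein for full effect; some results filed as inactive read as strong as hits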
MT1-MMP act inh: blockers of MT1-MMP proenzyme processing, primary screen, HT1080 RFP-PRO-GFP cells, GFP/RFP fluorescence; Matrix metalloproteinase-14 (Homo sapiens), P50281; GFP/RFP ratio fluorescence, overnight; percent of plate control window, DMSO zero; GFP/RFP ratio change, % at 20 µM; 360,000 compounds, 0.061% hits; AID 651647, 2012;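 active = GFP/RFP ratio change of at least 30% with cell ATP level not reduced by more than half and red fluorescence within 50% of control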; note: strong numbers were not always called active
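Test system: HT1080 RFP-PRO-GFP cells; Benchmarks: DMSO and RFP-L50D-GFP cell wells; Timing: cells overnight before dosing, compound overnight, 37 °C, 5% CO2; Compound: one 20 µM compound dose with 1% DMSO; Read-out: GFP/RFP fluorescence ratio.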
FAS-TE inh: FAS thioesterase domain inhibitors, primary screen, biochemical, fluorescence intensity, uHTS. recombinant FAS-TE, OMFH fluorogenic substrate, fluorescence endpoint. 360,000 compounds, 0.67% hits. inhibition, % at 15 µM. Fatty acid synthase (Homo sapiens), P49327;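 active = compounds whose normalised, plate-corrected inhibition of enzyme fluorescence in the single-dose primary screen is 50% or more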;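 note: 0% = DMSO with enzyme and 100% = substrate without enzyme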
NadD block: inhibitors of S. aureus NadD, primary screen, biochemical, colorimetric, uHTS; Nicotinate-nucleotide adenylyltransferase NadD (Staphylococcus aureus N315); purified NadD enzyme, colorimetric absorbance read-out; inhibition, % at 20 µM; 360,000 compounds, 0.78% hits; AID 602399, 2012; in the data active = inhibition above about 26%; note: some compounds past the cut are filed as inactive
SKN-1 block: suppressors of acrylamide-induced Pgst-4::GFP reporter in worms, primary screen, SKN-1 inhibitor project, whole organism, uHTS, GFP/RFP fluorescence ratio, strain VP596 | C. elegans VP596 Pgst-4::GFP/RFP ratio, 24 h | AID 624304, 2012 | 360,000 compounds, 0.49% hits | inhibition, % at 21.8 µM;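 active = interference check ratio from 0.5 to 1.5 plus GFP to RFP signal ratio inhibition reaching or exceeding a fixed threshold, cut at about 30% in these data, passing the limit was not always enough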; note: some compounds called inactive have numbers as strong as hits
Rpn11 block: Rpn11 (PSMD14) deubiquitinase inhibitors, primary screen, biochemical, fluorescence polarization, uHTS; 26S proteasome non-ATPase regulatory subunit 14 (Homo sapiens), O00487; human 26S proteasome, Ub4-pepOG fluorescence polarization; 20S core pre-blocked with epoxomicin; calls only at 20 µM; 360,000 compounds, 0.59% hits;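 active = inhibition at 20 µM, scaled to each plate's controls, above about 33%, limit read from the data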
Target sequence (O00487 whole entry, looked up): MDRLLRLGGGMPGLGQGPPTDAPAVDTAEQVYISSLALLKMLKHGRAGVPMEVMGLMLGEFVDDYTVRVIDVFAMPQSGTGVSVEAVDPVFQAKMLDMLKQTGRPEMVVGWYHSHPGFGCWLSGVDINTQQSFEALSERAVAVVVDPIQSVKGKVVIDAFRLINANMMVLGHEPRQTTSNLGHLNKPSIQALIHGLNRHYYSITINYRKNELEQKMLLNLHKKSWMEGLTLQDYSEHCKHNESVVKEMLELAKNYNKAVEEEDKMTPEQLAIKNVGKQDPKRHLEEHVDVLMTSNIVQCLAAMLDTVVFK
* = called active by the depositor; i = inactive; · = no result given; + = active, no number.

Order of values: SKN-1 block, CSN deneddyl inh, Rin1 Abl inh, MLLE-PAM2 inh, Neddyl block, Rpn11 block, FAS-TE inh, MT1-MMP act inh, NadD block
- O=C1NC[C@@H](CCCCN2C[C@H](Cc3ccccc3)N(CCc3ccccc3)C(=O)C2=O)N(Cc2ccccc2)C1=O
 : -7, 0, ·, ·, i, ·, -2, 4, 15
- COc1ccc(S(=O)(=O)N2CCOC23CCN(S(=O)(=O)c2ccc(Cl)cc2)CC3)cc1
 : 15, 6, -1, 4, i, i, 27, -4, -3
- COc1ccc(S(=O)(=O)N2CCN(c3ccccn3)CC2)c(OC)c1
 : -13, 2, 0, 3, i, i, 4, 5, -9
- COc1cccc(OC)c1OCCCc1c(C)n[nH]c1C
 : 6, -1, -3, 0, i, i, -3, 1, -1
- CCCCCc1nnc(NC(=O)CN2C(=O)C3CCCCC3C2=O)s1 (configuration not stated)
 : -6, 0, 5, 1, i, i, -2, 6, -2
- O=C(COc1ccc(Cl)cc1)NNC(=O)c1ccc2c(=O)n3c(nc2c1)CCC3
 : 7, -4, -2, -4, i, i, -1, -1, 5
- COc1ccccc1N(C)S(=O)(=O)c1ccc(C(=O)Nc2ccc(C(N)=O)cc2)cc1
 : 9, 1, 2, -9, i, i, 1, 1, -2
- CCOc1ccc(NC(=O)CSc2nncc(=O)n2N)cc1
 : -6, -3, 1, 23, i, i, -11, 0, -6
- COc1ccccc1NS(=O)(=O)c1cc(C(=O)NCc2ccncc2)ccc1C
 : 5, -6, 3, 3, i, i, -4, 0, -2
- CCSc1nnc(NC(=O)CC)s1
 : 7, 0, 1, -6, i, i, -6, -2, 0

(listing goes on)
Order of values: SKN-1 block, CSN deneddyl inh, Rin1 Abl inh, MLLE-PAM2 inh, Neddyl block, Rpn11 block, FAS-TE inh, MT1-MMP act inh, NadD block
- COc1ccc(N2C(=O)C3CCCN3C2c2cccc(C)c2)cc1Cl (configuration not stated)
 : 7, 1, 2, 3, i, i, 2, 4, -5
- CC(=O)c1cccc(S(=O)(=O)NC2CCSc3ccccc32)c1 (configuration not stated)
 : 6, 2, 0, 47*, i, i, 3, 1, 1
- O=S(=O)(c1ccc(Cl)cc1)N1c2ccccc2Oc2nc3ccccc3nc21
 : 2, 7, 1, -16, +, i, 26, -3, 8
- COc1cc(/C=C/C(=O)OC(C)C(=O)Nc2ccc(Cl)cn2)ccc1OC(F)F (configuration not stated)
 : 6, 4, -5, -4, i, i, 22, -1, -7
- O=C(NCCC1CC1(Cl)Cl)c1ccc([N+](=O)[O-])cc1 (configuration not stated)
 : 10, 0, -2, 8, i, i, 16, 0, -1
- CCOc1ccc(CCNC(=O)CCc2c(C)nc3ncnn3c2C)cc1OCC
 : -16, -1, 2, -4, i, i, -3, -4, -5
- Cc1ccc(C(=O)NCC(C)(C)N2CCOCC2)s1
 : 0, -1, 0, 4, i, i, -12, 1, -1
- Cc1cc(Nc2ccccc2)n(C(=O)c2ccc(Cl)cc2)n1
 : -5, 2, -2, 14, i, i, 25, 3, 1
- Cc1ccc(CSc2nnc(SCC(=O)N/N=C/c3c[nH]c4ccccc34)s2)cc1
 : 6, 61*, 1, -75, i, +, 14, 1, -8
- Cc1cc(S(=O)(=O)Nc2ccc(C(=O)N3CCN(C(=O)c4ccco4)CC3)cc2)ccc1F
 : 22, 5, 0, -5, i, i, -5, 6, -4

(further entries)
Order of values: SKN-1 block, CSN deneddyl inh, Rin1 Abl inh, MLLE-PAM2 inh, Neddyl block, Rpn11 block, FAS-TE inh, MT1-MMP act inh, NadD block
- Cc1cc(C)cc(NC(=O)CSc2nc(CSc3ccc(Cl)cc3)cc(=O)[nH]2)c1
 : -15, 2, 0, 13, i, i, -4, 0, 2
- CC1(C)CNC(=O)CC(C)(C)N1O
 : 5, -2, 2, -3, i, i, -6, -1, -1
- COc1ccc(-c2cc(C(=O)Nc3cccc(C(C)=O)c3)no2)cc1
 : 3, 0, 0, 4, i, i, -6, 25, -5
- CC(C)c1nc(Cl)c(C#N)c2c1COC(C)(C)C2
 : -1, 9, 0, 3, i, i, 5, -3, -6
- c1ccc(N2CCN(c3nc4ccccc4[nH]3)CC2)nc1
 : 0, 2, -1, -1, i, i, -2, 0, -8
- COc1ccc(CC(=O)NNC(=O)CSc2nnc(Cc3ccc(OC)cc3)n2-c2ccccc2)cc1
 : 3, 1, 1, -70, i, i, -4, 2, -2
- COc1ccc(NC(=O)CN(C)C(=O)c2cccc(S(=O)(=O)Nc3ccc(F)cc3)c2)cc1
 : 6, 0, 0, -1, i, i, -1, 6, -6
- C#CCNC(=O)C1=C[C@H](C)C[C@H](OCc2ccc(CO)cc2)O1
 : -6, -1, -1, 11, i, i, -4, 1, -3
- Cc1ccc2c(c1)CCCN2S(=O)(=O)c1cccc(C(=O)Nc2ccccc2C(=O)O)c1
 : -12, -2, 2, 19, i, i, 0, 6, 7
- COc1cccc(NC(=O)CN(C)C(=O)CCc2nc3sc4c(c3c(=O)[nH]2)CCCC4)c1
 : 2, 11, -1, -3, i, i, 3, 0, 4

Following part.
Order of values: SKN-1 block, CSN deneddyl inh, Rin1 Abl inh, MLLE-PAM2 inh, Neddyl block, Rpn11 block, FAS-TE inh, MT1-MMP act inh, NadD block
- O=C(COC(=O)c1ccc(NC(=O)C2CC=CCC2C(=O)O)cc1)c1ccccc1 (configuration not stated)
 : 31, -1, 0, -6, i, i, -5, 0, -8
- COc1ccc(-c2csc(NC(=O)c3ccccc3NS(=O)(=O)c3ccc(C)cc3)n2)cc1
 : 2, 1, 2, -2, i, i, 56*, -17, 42*
- C/C(Cl)=C/Cc1c(C)[nH]c2c(ccc3ccccc32)c1=O
 : 7, 0, -2, 6, i, i, -1, 4, 4
- CCN(CC)CCCNC(=S)N1CCN(c2nc3ccccc3n2CC)CC1
 : -8, -3, -1, -90, i, i, -4, -1, -7
- COc1ccc(/C=C2\N=C(c3c(-c4ccccc4)noc3C)OC2=O)cc1OC
 : -1, 2, 0, -5, i, i, 0, 8, -2
- CCOc1cccc(Oc2ccc(C(F)(F)F)cn2)c1
 : 1, -2, 5, 6, i, i, 9, 5, -1
- CCn1cnc2sc(C(=O)Nc3ccc4c(c3)OCO4)c(C)c2c1=O
 : 20, 1, 0, -8, i, i, -1, 2, 5
- CC(C)Cn1c(CNC(=O)c2ccccc2)nc2ccccc21
 : 8, 0, 6, 7, i, i, 1, -4, 0
- Cc1cc(-c2nnc(SCC(=O)Nc3ccccn3)o2)no1
 : 8, -8, 3, 25, i, i, -1, -2, -3
- COc1ccccc1Oc1nc([N+](=O)[O-])nn1CC(N)=O
 : 16, -4, 1, 10, i, i, -6, 0, 3

Continuation:
Order of values: SKN-1 block, CSN deneddyl inh, Rin1 Abl inh, MLLE-PAM2 inh, Neddyl block, Rpn11 block, FAS-TE inh, MT1-MMP act inh, NadD block
- CCn1c(SCC(=O)Nc2nc3ccc(OC)cc3s2)nc2c1c(=O)n(C)c(=O)n2C
 : 4, 2, 1, 23, i, i, 10, -4, -6
- CC(C)C1CC2=C(C(=O)OC(C)(C)O2)C(c2ccc(Cl)cc2)O1 (configuration not stated)
 : 21, 0, 5, -1, i, i, 17, 3, -1
- CCOC(=O)c1[nH]cc(-c2ccccc2)c1N1CCOCC1
 : -3, 0, 2, 30, i, i, -2, -14, 8
- Cc1ccc(C)c(N/C=C(\C#N)c2nc3ccccc3o2)c1
 : -6, 4, -3, 1, i, i, 0, 2, 2
- CN(c1ccccc1)S(=O)(=O)c1cccc(NC(=O)C2CC(=O)N(Cc3ccccc3)C2)c1 (configuration not stated)
 : 1, -2, 2, 10, i, i, 5, -3, -4
- O=C1CN(S(=O)(=O)c2cc(C(=O)O)ccc2Cl)c2ccccc2N1
 : -1, 12, 2, -20, i, i, -4, -3, -2
- COc1ccc(NC(=O)CCC(=O)NCc2ccco2)c([N+](=O)[O-])c1
 : 10, 0, -2, 3, i, i, -4, -5, 1
- CCCCCCc1c(O)c2ccccc2[nH]c1=O
 : -15, 3, 5, 6, i, i, 0, -1, 4
- O=C(CN(c1ccccc1)S(=O)(=O)c1ccccc1[N+](=O)[O-])NN=C1CCCCCCC1
 : 18, 1, 2, -5, i, i, 15, -4, 8
- COCC(C)n1c(SCC(=O)Nc2cccnc2Cl)nc2ccccc2c1=O (configuration not stated)
 : -3, 2, 5, -8, i, i, -3, -4, 1

(listing goes on)
Order of values: SKN-1 block, CSN deneddyl inh, Rin1 Abl inh, MLLE-PAM2 inh, Neddyl block, Rpn11 block, FAS-TE inh, MT1-MMP act inh, NadD block
- O=C(COc1cccc2ccccc12)N/N=C/c1ccncc1
 : 3, 0, -1, 7, i, i, -3, -3, 6
- C=CCn1c(=O)/c(=C/c2ccc(O)cc2)s/c1=C(/C#N)c1nnc2n1CCCCC2
 : 10, 97*, -6, -119, i, ·, -23, -220, 4
- CNc1nc(-c2ccccc2)nc(-c2ccccc2)c1C#N
 : 19, -1, 0, 3, i, i, -4, 4, 9
- CC(=O)N1C(=O)NC(c2ccccc2)=C([N+](=O)[O-])C1c1ccccc1 (configuration not stated)
 : -12, -4, -1, -8, i, i, 2, -5, 5
- COc1nc(/C(N)=N/O)nc(N2CCCCC2)n1
 : -1, 1, 3, 0, i, i, -4, 4, 2
- CCOC(=O)C1C(=O)N(C(=O)c2cncc(Br)c2)CC1c1ccccc1 (configuration not stated)
 : 12, 3, 3, -18, i, i, -1, 3, 10
- COc1cc(NC(=S)Nc2cccc(Cl)c2Cl)c(OC)cc1Cl
 : -3, 1, -4, 27, i, i, 12, 9, 1
- Cc1ccccc1OCCC(=O)Nc1ccccc1C(=O)NC1CC1
 : -8, -1, 5, 0, i, i, -4, 1, -9
- NC(=O)[C@@H]1CCCCNc2c(I)cc([N+](=O)[O-])cc2C(=O)N[C@@H](CCC(=O)O)C(=O)N[C@@H](CO)C(=O)N1
 : 4, 16, 1, -40, i, i, -3, -6, 8
- CC(=O)N1N=C(c2c(-c3ccccc3)c3cc(C)ccc3[nH]c2=O)CC1c1ccco1 (configuration not stated)
 : 4, -8, 2, 6, i, i, 1, -4, 7
- CC(C)c1onc(C(=O)NC2CCCC2)c1[N+](=O)[O-]
 : 17, 3, 3, 16, i, i, -6, -2, 0
- O=C1CC(c2ccccc2)CC(O)=C1C=NC1CCCC1 (configuration not stated)
 : 9, 1, 5, -1, i, i, -8, -2, 7
